Screens as filed in PubChem BioAssay.
Tau fluor counter: counter-screen for tau fibril formation inhibitors; tau K18 P301L Alexa594 fluorescence, heparin fibrillization; Potency, µM (series often up to 57.7 µM), without a hit: at the highest dose activity change, negative = decrease; 0.93% of 280,000 active; AID 1463; also: % is scaled to controls: 0 for no effect and ±100 for the full control effect; nearly all actives have a fitted effect of over 55% in size
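Human tau K18 P301L (15 uM unlabeled, 0.24 uM Alexa 594-labeled) in 100 mM sodium acetate pH 7 with 20 uM heparin, 6 hr at 37 C. ThT 30 uM added, 1 hr ambient; Alexa 594 FP and total fluorescence read at 555/632 nm.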
Tau fibril FP: inhibitors of human tau fibril formation. K18 P301L tau heparin fibrillization, Alexa594 FP, 6 h. Potency, µM (series often up to 57.7 µM), for inactives: top-dose activity, negative = inhibition, usual class: inhibitors. 0.39% of 280,000 active. AID 1468; also: % is scaled to controls: 0 for no effect and ±100 for the full control effect; nearly all actives have a fitted effect of over 55% in size
Target sequence (P10636 561-689 P618L limits assumed): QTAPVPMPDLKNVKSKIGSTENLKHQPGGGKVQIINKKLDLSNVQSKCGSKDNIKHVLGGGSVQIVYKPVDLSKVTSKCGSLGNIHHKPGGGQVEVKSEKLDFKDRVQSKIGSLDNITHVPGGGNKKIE
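Recombinant K18 P301L […], labeled with Alexa 594 at 0.24 uM over 15 uM unlabeled; heparin inducer 20 uM final; 37 C, 6 hr; FP endpoint.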
L3MBTL1 block: blocks human L3MBTL1. Q9Y468. AlphaScreen L3MBTL1–H3K9me1 peptide binding. Potency, µM (doses to about 57.1 µM), for the others: at the top dose activity, negative = inhibition, usual class: inhibitors. 0.66% of 230,000 active; also: % is scaled to controls: 0 for no effect and ±100 for the full control effect; nearly all actives have a fitted effect of over 60% in size
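L3MBTL1 50 nM + b-AHA-H3(1-15)K9me1 75 nM, 30 min RT; compound added, 30 min RT; streptavidin donor/Ni-chelate acceptor beads 10 ug/mL each final, 30 min RT dark; AlphaScreen read.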
HTT cytoprotect: cytoprotection in Huntington HTT-Q103 PC12 cell model. PC12 HTT-Q103 induced, cytoprotection, ATP luminescence, 40 h. 0.14% of 230,000 active. Potency, µM (series often up to 56.4 µM), inactives show cytoprotection (ATP increase), hits mostly activators;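 also: % of control where 0% means no effect; nearly all actives have a fitted effect of over 45% in size; toxic huntingtin expression switched on by the ecdysone agonist tebufenozide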
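Cells were plated at 1500 per well in phenol red-free DMEM with 5% equine and 5% calf serum. Tebufenozide (100 nM final) and compounds were added, then ATPlite reagent, and luminescence was read.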
RECQ1 inh: blocks DNA unwinding by human RECQ1; AID 2549; Potency, µM (titrated, usually from 57.3 µM), inactives show at the top dose activity, negative = inhibition, usual class: inhibitors; P46063; RECQ1 DNA unwinding, red fluorescence kinetic read; 0.54% of 240,000 active;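 also: plate controls were vehicle for no effect and no enzyme for full effect; nearly all actives have a fitted effect of over 30% in size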
Target sequence (P46063 whole entry, looked up): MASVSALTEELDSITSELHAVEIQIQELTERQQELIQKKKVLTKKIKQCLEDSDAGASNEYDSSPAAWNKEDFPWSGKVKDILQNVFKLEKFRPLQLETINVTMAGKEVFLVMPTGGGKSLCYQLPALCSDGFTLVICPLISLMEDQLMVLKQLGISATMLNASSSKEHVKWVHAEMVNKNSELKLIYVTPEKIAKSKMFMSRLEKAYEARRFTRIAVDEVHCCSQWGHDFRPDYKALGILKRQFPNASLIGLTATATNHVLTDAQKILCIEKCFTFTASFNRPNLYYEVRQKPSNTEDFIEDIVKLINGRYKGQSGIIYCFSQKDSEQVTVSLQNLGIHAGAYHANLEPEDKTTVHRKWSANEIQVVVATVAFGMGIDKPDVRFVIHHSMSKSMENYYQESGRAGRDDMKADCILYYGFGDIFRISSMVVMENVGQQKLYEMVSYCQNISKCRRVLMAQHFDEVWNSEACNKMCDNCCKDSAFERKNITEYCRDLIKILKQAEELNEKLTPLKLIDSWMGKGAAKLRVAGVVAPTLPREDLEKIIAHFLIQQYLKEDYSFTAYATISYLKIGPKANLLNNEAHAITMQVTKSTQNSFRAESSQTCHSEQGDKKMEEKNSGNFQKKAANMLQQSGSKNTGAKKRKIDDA
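RECQ1T1 50 nM; forked duplex (20 bp + 30-nt ss tails) 200 nM, ATP 2 mM final; pH 8.0, 2 mM MgCl2, 2.5 ug/ml poly(dI-dC); 15 min compound preincubation; discontinuous kinetic read over 2 h at RT.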
Tau ThT inhib: blocks human tau fibril formation measured by thioflavin T; recombinant tau K18 P301L (four-repeat tau fragment), heparin-induced fibrillization, ThT fluorescence; Potency, µM (top dose mostly 57.4 µM), inactives show at the highest dose activity, negative = inhibition, most hits filed as inhibitors; 2.1% of 270,000 active; also: % is scaled to controls: 0 for no effect and ±100 for the full control effect; nearly all actives have a fitted effect of over 55% in size
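Recombinant human tau K18 fragment […] carrying P301L, 15 uM unlabeled plus 0.24 uM Alexa 594-labeled, was fibrillized with 20 uM heparin in 100 mM sodium acetate pH 7 for 6 hr at 37 C; 30 uM ThT fluorescence read after 1 hr.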
TRb-SRC2 inh: inhibitors of human thyroid hormone receptor beta-SRC2 interaction | P10828 | TRbeta-SRC2 peptide binding, fluorescence polarization; receptor liganded with 1 µM T3 | Potency, µM (titrated, usually from 106 µM), for inactives: at the highest dose activity change, negative = inhibition, most hits filed as inhibitors | 0.065% of 280,000 active | AID 1469;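 also: plate controls were bound peptide for no effect and peptide without receptor for full effect; nearly all actives have a fitted effect of over 50% in size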
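A fluorescence polarization screen tested compounds at multiple concentrations against complex formation between 0.6 uM TRb ligand-binding domain and 20 nM Texas Red SRC2 peptide, with 1 uM T3 present; readout after 5 hr.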
TexasRed fluor: alters Texas Red total fluorescence, flagging assay interference; TRb/SRC2 Texas Red total fluorescence interference; 0.29% of 280,000 active; Potency, µM (highest dose often 106 µM), without a hit: at the highest dose fluorescence change, negative = quenching; active = well fitted curve in either direction with a large enough effect; inconclusive = small, poorly fitted or top-dose-only effect; also: % is scaled to controls: 0 for no effect and ±100 for the full control effect
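Flags fluorescent or light-absorbing compounds by total fluorescence, S + 2P, at 555 nm excitation and 632 nm emission. Mixture: 20 nM Texas Red SRC2 peptide, 0.6 uM human TRb LBD, 1 uM T3, 5% DMSO; compound exposure 5 h at ambient temperature.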
The depositor's hits bear a star; i = inactive; ? = inconclusive; · = no result given; & = joins results of further samples; [ ] = remark or other dose. Unless noted, calls follow the shape of the dose curve; as a rule, active = well fitted curve in the direction sought with a large enough effect; inconclusive = small, poorly fitted or top-dose-only effect, or another doubt; inactive = no such curve, though single readings can be large; an effect the other way counts as inactive or inconclusive. Potency is read from the fitted curve at half-maximal effect.

Structure	Tau fluor counter	Tau fibril FP	L3MBTL1 block	HTT cytoprotect	RECQ1 inh	Tau ThT inhib	TRb-SRC2 inh	TexasRed fluor
O=C(NCC1CCCO1)c1cc2n(n1)C(C(F)(F)F)CC(c1ccc(Br)cc1)N2 (configuration not stated)	-1%	0%	1%	-11%	-3%	-4%	-18%	0%
Cc1c(NC(=O)c2cc(-c3ccc(F)cc3)on2)c(=O)n(-c2ccccc2)n1C	-7%	-6%	·	·	·	-6%	-3%	2%
Cc1ccccc1C(=O)NCC(=O)NNC(=S)NC(=O)c1ccccc1C	12%	1%	6%	·	11%	16%	3%	0%
CC1CCN(C(=O)Cn2cc(C(=O)c3ccco3)c3ccccc32)CC1	-3%	-13%	34%[activator]	-19%	i	9%	-16%	0%
O=C1OCc2cc(NC(=O)C3COc4ccccc4O3)ccc21 (configuration not stated)	-14%	-4%	2%	-11%	7%	?	6%	-3%
COC(=O)c1cn(NC(=O)C2CCC(C)CC2)c(=O)c2ccccc12 (configuration not stated)	-4%	-1%	1%	-8%	-13%	-2%	-1%	-3%
O=C(Cc1ccc([N+](=O)[O-])cc1)c1c(O)cc(O)cc1O	?	-3%	-22%	12%[10 µM]	-4%	?	-2%	-2%
COC(=O)Nc1ccc(S(=O)(=O)N2CCC(C(=O)N3CCC(C)CC3)CC2)cc1	-12%	-9%	-9%	-19%	7%	-6%	2%	-1%
COc1ccc(CNC(=O)c2c(C)nc3ccccn23)cc1	-3%	3%	-1%	22%[10 µM]	5%	-11%	-1%	-3%
Fc1ccc(NCc2cccnc2)cc1F	-10%	-1%	·	-3%	6%	?	-3%	8%
CN(C)CCNS(=O)(=O)c1ccc(N2CCN(c3ccc(F)cc3)CC2)c([N+](=O)[O-])c1	-26%	11%	-3%	3%[10 µM]	-3%	?	3%	-2%
CC(=O)c1cccc(NC(=O)CCS(=O)(=O)c2ccc3c(c2)n(C)c(=O)c(=O)n3C)c1	-3%	-1%	·	·	·	0%	8%	0%
COc1ccccc1-c1ccc(SCC(=O)Nc2cc(C)on2)nn1	-4%	0%	·	-28%	-2%	-20%	-1%	-2%
CSc1ccc(CNC(=O)C2CCCN(S(=O)(=O)N(C)c3ccc(F)cc3)C2)cc1 (configuration not stated)	-20%	7%	·	·	·	-9%	6%	8%
Cc1cc(Br)ccc1SCC(=O)OCC(=O)c1c(N)n(C)c(=O)n(C)c1=O	?	?	-5%	8%[10 µM]	0%	-15%	-1%	-1%
CCc1[nH]nc2c1C1(CCN(C(=O)OCc3ccccc3)CC1)C(C#N)=C(N)O2	0%	2%	?	-9%[10 µM]	-16%	9%	-7%	1%
Nc1nc(N)c2nc(CNc3ccc(C(=O)NC(CCC(=O)O)C(=O)O)cc3)cnc2n1 (configuration not stated)	-5%&-1%	-12%&-3%	3%	-57%[inhibitor]	-14%&-2%	-16%&-4%	7%	-1%
Cn1cccc1C(=O)NC(=O)COC(=O)CNS(=O)(=O)c1ccc(Br)cc1	-17%	-1%	·	-9%	-3%	?	-9%	-1%
CC1(C)Cc2c(sc3[nH]c(=S)[nH]c(=O)c23)CO1	7%	1%	43%[activator]	8%[10 µM]	-6%	5%	-7%	-10%
CN(C)/C=C/C(=O)c1cnc(-c2ccccc2Cl)s1	-3%	6%	-4%	-46%	i	?	-3%	-1%
CCn1c(COc2ccccc2C)nnc1SCC(=O)NC1CCCC1	-4%	-12%	0%	-5%	i	5%	-8%	-4%
CC(C)(C)OC(=O)COc1cc(OCC(=O)OC(C)(C)C)c2c(=O)cc(-c3ccccc3)oc2c1	-17%	4%	-19%	-34%	6%	?	5%	2%
O=C(CNCc1ccc(Cl)cc1)Nc1ccc2c(c1)OCCO2	-5%	4%	6%	-28%	-7%	-3%	-2%	-1%
COC(=O)[C@@H]1CCCN1C(=O)[C@H]1C[C@@H]1[C@H](NC(=O)OCc1ccccc1)c1ccccc1	-8%	-4%	·	1%	0%	-7%	-3%	-4%
Cc1nn2c(=O)c3c4c(sc3nc2n1-c1ccccc1)COC(C)(C)C4	12%	-3%	-12%	-9%[10 µM]	6%	5%	-11%	-1%
Cc1cc(NC(=O)CCC(=O)N(CC(=O)NC2CCCC2)Cc2ccc(F)cc2)no1	10%	3%	2%	-17%[10 µM]	i	5%	-19%	-3%
CCOC(=O)OCC1OC(C#Cc2ccc(C)cc2C)C=CC1OC(=O)OCC (configuration not stated)	-13%[11.6 µM]	1%[11.6 µM]	·	-1%[10 µM]	17%[11.5 µM]	-10%[11.5 µM]	7%[11.2 µM]	-1%[11.2 µM]
COc1cc(C2NC(=O)C(C#N)=C(S)N2c2ccc(C)cc2)ccc1OC(C)C (configuration not stated)	8%	1%	·	-61%[inhibitor][10 µM]	8%	8%	4%	-1%
COc1ccc(CNC(=O)CSc2n[nH]c(-c3ccc(F)cc3)n2)cc1	-1%	-6%	·	·	·	-4%	1%	-2%
COc1cc(NC(=O)c2csc(-c3ccncc3)n2)cc(C(=O)Nc2cccc(C(F)(F)F)c2)c1	?	-25%	·	2%[10 µM]	i	-1%	5%	-3%
O=C1CN(C(=O)c2cc([N+](=O)[O-])ccc2Cl)C(c2ccc(F)cc2)c2cc(F)ccc2N1 (configuration not stated)	-8%	?	1%	·	-4%	-2%	2%	1%
Cc1ccc(C)n1NC(=O)c1cccs1	-5%	1%	-3%	1%	5%	-11%	5%	2%
CN(C)CCCCOc1ccccc1F	-3%	2%	3%[11.4 µM]	-2%	i	-5%	-3%	-3%
COC(=O)c1[nH]c2ccc(Cl)cc2c1NC(=O)CN1CCc2cc(OC)c(OC)cc2C1	18µM*[quencher]	3%	·	-55%[inhibitor][0.074 µM]	-3%	?	-4%	2%
CCn1ncc(/C=N\NC(=O)c2ccc3c(c2)c(C)c(C)n3Cc2ccccc2)c1C	-29%	5%	·	-27%	i	?	3%	-6%
CC1=C(C)CC(C(=O)c2ccccc2)C(C(=O)O)C1 (configuration not stated)	6%	1%	3%	-5%	6%	5%	-18%	1%
C=CCn1c(-c2cccn(Cc3ccccc3)c2=O)n[nH]c1=S	7%	0%	-8%	-42%[inhibitor]	-5%	-10%	-7%	0%
COc1ccc(CN2C(=O)CC(Cc3cc(C)cc(C)c3)C2=O)cc1OC (configuration not stated)	-15%	0%	1%	12%[10 µM]	-3%	-17%	4%	0%
CC1CCc2c(nc3ncnn3c2N2CCN(c3ccccc3F)CC2)C1 (configuration not stated)	3%	0%	-1%	-5%[10 µM]	17%	-6%	-7%	-5%
Cc1ccc(NC=C(S(=O)(=O)c2ccccc2)S(=O)(=O)c2ccccc2)c(C)c1	-25%	-17%	-2%	-1%	-4%	-3%	6%	-1%

Three compounds out of the list, arranged by molecular weight, low to high:
Structure	Tau fluor counter	Tau fibril FP	L3MBTL1 block	HTT cytoprotect	RECQ1 inh	Tau ThT inhib	TRb-SRC2 inh	TexasRed fluor
CCn1c(COc2ccccc2C)nnc1SCC(=O)NC1CCCC1	-4%	-12%	0%	-5%	i	5%	-8%	-4%
Cc1ccc(NC=C(S(=O)(=O)c2ccccc2)S(=O)(=O)c2ccccc2)c(C)c1	-25%	-17%	-2%	-1%	-4%	-3%	6%	-1%
COc1cc(NC(=O)c2csc(-c3ccncc3)n2)cc(C(=O)Nc2cccc(C(F)(F)F)c2)c1	?	-25%	·	2%[10 µM]	i	-1%	5%	-3%

Next part.
Structure	Tau fluor counter	Tau fibril FP	L3MBTL1 block	HTT cytoprotect	RECQ1 inh	Tau ThT inhib	TRb-SRC2 inh	TexasRed fluor
CCCCNC(=O)CN(c1ccc(Cl)c(Cl)c1)S(C)(=O)=O	2%	-2%	0%	·	-6%	4%	-3%	-1%
COc1ccc(CNc2ccc3cc(S(=O)(=O)N4CCCCC4)ccc3n2)cc1	?	-14%	·	·	·	-2%	5%	1%
CC(Nc1nc(-c2ccc3c(c2)NC(=O)CO3)cs1)c1ccccc1 (configuration not stated)	?	13%	-11%	5%	-9%	?	0%	-7%
CCOc1ccc(NS(=O)(=O)c2ccc3c4c(cccc24)C(=O)N3)cc1	?	?	·	·	·	-15%	8%	-4%
Cc1ccc(-n2[nH]c(C)c(C=Nc3ccc4[nH]c(=O)[nH]c4c3)c2=O)cc1C	-23%	11%	-3%	-76%[inhibitor]	-3%	?	3%	3%
Cc1ccc(/C=C/c2onc(C)c2S(=O)(=O)N2CCC(C(=O)NCc3ccco3)CC2)cc1	5%	-2%	·	·	·	15%	2%	?
CC(=O)N1CC[n+]2c(-c3ccc(Cl)cc3Cl)csc21	-11%	?	-3%	·	-2%	?	-5%	-1%
COc1ccc(NC(=O)CSc2cc(C)ccc2C)cn1	-15%	-5%	-2%	-2%[10 µM]	-11%	-8%	3%	-2%
CCOc1ccc(-c2nnn(CC#N)n2)cc1OC	0%	-1%	1%	7%[1.9 µM]	-2%	-10%	-13%	1%
Cn1cc(C=O)c2cc(S(=O)(=O)N3CCOCC3)ccc21	-6%	5%	8%	·	8%	-7%	4%	-2%
O=C(CN1C(=O)COc2ccc(S(=O)(=O)N3CCOCC3)cc21)N1CCN(c2ccccc2)CC1	-29%	-5%	·	·	·	-16%	-7%	-1%
O=C1[C@H]2[C@H]3[C@H](O)[C@H](O)C/C(=N/OCc4ccccc4)[C@@H]3CC[C@@H]2C(=O)N1c1cccc(Oc2ccccc2)c1	-7%[11.6 µM]	0%[11.6 µM]	·	-172%[inhibitor][10 µM]	0%[11.5 µM]	-2%[11.5 µM]	-1%[11.2 µM]	-2%[11.2 µM]
NC(=O)NCc1cccnc1	7%	1%	10%	25%[10 µM]	?	2%	-2%	5%
Cc1cc(C)n(-c2ncc(-c3ccccc3)nn2)n1	-13%	2%	·	-30%	-1%	?	-9%	-5%
COc1ccc(-c2noc(-c3cccnc3NCc3ccco3)n2)cc1	15%	8%	·	·	·	19%	10%	0%

The list is partial (hit frequency here may not be typical).
